# GALK inhibitor: galactokinase (human) inhibition; Potency, µM (titrated, usually from 57.5 µM), for the others: at the top dose activity change, negative = inhibition, most hits filed as inhibitors; actives 0.007% (n = 270,000); Purified GALK, Kinase-Glo residual ATP luminescence; AID 1868; P51570; note: potency is the fitted concentration of half-maximal effect; % is set by controls: 0 for no effect and ±100 for the full control effect
#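 Kinase-Glo Plus luminescence measured ATP left after a 1 h room-temperature reaction. The reaction used 5 nM GALK, 100 uM galactose and 35 uM ATP at pH 8.0 (20 mM HEPES, 5 mM MgCl2, 60 mM NaCl, 1 mM DTT, 0.01% BSA).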
# Chronic BCR inh: inhibitors of chronic active B-cell receptor signaling; ABC-DLBCL IkBa-CBG/CBR reporter, luminescence ratio, 4 h; Potency, µM (doses to about 46.1 µM), inactives show at the top dose ratio change, negative = lower green/red ratio, actives largely listed as inhibitors; actives 0.05% (n = 340,000); AID 493014; active = well fitted inhibition curve with a large enough effect in the signal ratio, with a control signal flat, not every such curve was filed as active; inconclusive = small, poorly fitted or top-dose-only effect, or effect the other way, or a change in a side signal; the % refers to the signal ratio;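 note: potency is the fitted concentration of half-maximal effect; plate controls were basal doxycycline-induced cells for no effect and cells given 10 µM MG132 for full effect; MG132 reads +100%, hits lower the ratio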
#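 Compounds up to 46 uM were incubated four hours with TMD8 cells whose green CBG68 luciferase is fused to IkappaBalpha; red CBR luminescence normalised the signal, and concentration-effect curves were fitted to fusion, red and ratio data.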
# Eya2 inh: blocks the phosphatase activity of human Eya2 | recombinant Eya2, OMFP fluorescence dephosphorylation (OMFP is methylfluorescein phosphate) | Potency, µM (titrated, usually from 76.9 µM), without a hit: at the highest dose activity, negative = inhibition, usual class: inhibitors | actives 0.006% (n = 330,000) | AID 488837; note: potency is the fitted concentration of half-maximal effect; % is set by controls: 0 for no effect and ±100 for the full control effect
# Target sequence (O00167 whole entry, looked up): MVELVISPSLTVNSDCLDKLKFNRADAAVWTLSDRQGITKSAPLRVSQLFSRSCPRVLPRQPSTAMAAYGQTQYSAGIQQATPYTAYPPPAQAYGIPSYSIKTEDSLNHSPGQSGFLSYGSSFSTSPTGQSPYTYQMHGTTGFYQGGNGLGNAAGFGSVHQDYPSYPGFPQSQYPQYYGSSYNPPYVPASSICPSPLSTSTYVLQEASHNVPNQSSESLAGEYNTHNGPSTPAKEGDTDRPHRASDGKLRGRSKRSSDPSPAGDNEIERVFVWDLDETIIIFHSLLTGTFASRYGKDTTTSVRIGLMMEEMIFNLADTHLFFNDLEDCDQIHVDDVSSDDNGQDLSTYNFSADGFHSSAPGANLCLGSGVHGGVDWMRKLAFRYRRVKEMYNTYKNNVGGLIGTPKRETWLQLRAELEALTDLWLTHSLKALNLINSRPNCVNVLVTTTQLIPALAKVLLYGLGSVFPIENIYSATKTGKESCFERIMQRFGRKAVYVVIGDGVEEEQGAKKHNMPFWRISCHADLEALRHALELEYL
#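 Eya2 protein (added as 0.2 uM solution) was preincubated with compound for 10 min at ambient temperature in 50 mM HEPES pH 7.5, 50 mM NaCl, 5 uM MgCl2, 0.05% BSA, 1 mM DTT. OMFP (added at 50 uM) then reacted 10 min; fluorescence read at 485/525 nm.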
# KCNH2 WT inh: KCNH2 (human, wildtype) channel inhibition | Q12809 | U2OS, BacMam KCNH2, thallium flux FluxOr; active compounds read low | activity change, % at 1.84 µM | actives 0.37% (n = 340,000) | AID 720551;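 active = maximum activity change below -70%; inconclusive = maximum activity change between -70% and -50%; inactive = maximum activity change above -50%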; note: % is set by controls: 0 for no effect and ±100 for the full control effect
#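 U2OS cells were transduced with wild-type KCNH2 virus (2.03 x 10^8 / mL) for 4 h at room temperature, then cultured overnight at 37 C. Thallium flux was read with FluxOr dye. Rate constants were normalized to DMSO controls.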
# Menin-MLL TR inh: menin-MLL binding inhibition, Texas Red mutant peptide; Menin + Texas Red MLL mutant peptide, fluorescence polarization; O00255; actives 0.23% (n = 270,000); Potency, µM (top dose mostly 61.6 µM), without a hit: at the top dose FP activity change, negative = inhibition, usual class: inhibitors; active = well fitted inhibition curve with a large enough effect in the polarisation, with a control signal flat, not every such curve was filed as active; inconclusive = small, poorly fitted or top-dose-only effect, or effect the other way, or a change in a side signal; inactive = no such curve, though single readings can be large or run the other way; the % refers to the polarisation; note: potency is the fitted concentration of half-maximal effect; % of control where 0% means no effect; many of its hits are not listed in these tables
# Mito fusion yeast: inhibitors of mitochondrial division or activators of mitochondrial fusion; S. cerevisiae fusion-defective mutant growth rescue, CellTiterGlo 48 h; Potency, µM (titrated, usually from 46.1 µM), for inactives: at the highest dose growth rescue (activation), most hits filed as activators; actives 0.23% (n = 320,000); AID 485298;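 note: potency is the fitted concentration of half-maximal effect; % of control where 0% means no effect; nearly all actives have a fitted effect of over 45% in size; temperature-sensitive fusion mutants such as fzo1-1 at 37 °C on non-fermentable ethanol glycerol medium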
#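 Temperature-sensitive fusion-defective S. cerevisiae (e.g. fzo1-1, mgm1-5) were grown with compound in YPEG medium (3% ethanol, 3% glycerol) for 48 hours at 37C. Growth rescue was measured as viability by CellTiterGlo luminescence after 10 minutes at ambient.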
# ASM inhibitor: blocks human secretory acid sphingomyelinase. P17405. placental ASM, HMU-PC fluorogenic substrate, 60 min. Potency, µM (series often up to 57.5 µM), for inactives: at the top dose activity change, negative = inhibition, most hits filed as inhibitors. actives 0.006% (n = 340,000); note: potency is the fitted concentration of half-maximal effect
#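 HMU-PC0 cleavage (9 uM final) by human placental ASM, 60 min at 37 °C following 10 min compound exposure at RT; stopped at pH 10, fluorescence Ex 386/Em 447 nm.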
# USP2a block: blocks human ubiquitin-specific protease USP2a | O75604 | AID 463254 | USP2 core, Ub-CHOP2 coupled fluorogenic reporter, 485/531 | Potency, µM (doses to about 38.3 µM), without a hit: at the top dose activity change, negative = inhibition, hits mostly inhibitors | actives 0.01% (n = 330,000);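 note: potency is the fitted concentration of half-maximal effect; plate controls were DMSO wells for no effect and full inhibition by NEM control for full effect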
#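 Cell-free coupled assay: 10nM USP2 core preincubated 30min RT with compound in Tris-HCl pH 8.0/CaCl2/CHAPS buffer, then 25nM Ub-CHOP2 and 25nM reporter substrate; fluorescence (Ex 485/Em 531) read after 60min RT, normalized to NEM inhibition, concentration-response curves fitted.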
# TSHR antag: blocks TSH signaling through the human TSH receptor; P16473; activity change, negative = inhibition, % at 11.5 µM; TSHR-expressing cells, TSH-stimulated cAMP HTRF, 2 h; active compounds read low; AID 504810; actives 0.2% (n = 330,000);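 active = activity change below a set negative limit, meaning inhibition stronger than a set level, cut at about -70% in these data; inconclusive = activity change between two set negative limits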; note: % is set by controls: 0 for no effect and ±100 for the full control effect
#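 Cell-based HTRF cAMP assay; TSHR cells + compound, TSH EC80 (4nM final), 2 h, 37 deg C. Lysis with anti-cAMP cryptate and cAMP-d2, 30 min RT, read 665/620 nm.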
# PKM2 act: increases activity of human pyruvate kinase M2. Potency, µM (doses to about 57.5 µM), without a hit: at the top dose activation, hits mostly activators. actives 0.34% (n = 260,000). P14618. purified PKM2, Kinase-Glo ATP luminescence, activation; response scale: 0% is enzyme alone, no compound; note: potency is the fitted concentration of half-maximal effect; % is set by controls: 0 for no effect and ±100 for the full control effect; nearly all actives have a fitted effect of over 55% in size
#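 hPK-M2, >95% pure; 0.1 mM ADP / 0.5 mM PEP final; imidazole pH7.2 buffer w/ 7 mM MgCl2, 50 mM KCl; 1 h RT; Kinase-Glo lum. Intermediate enzyme activity for dual inhibitor/activator qHTS.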
# MBNL1 CUG block: inhibitors of human MBNL1 binding to CUG repeat RNA | TR-FRET MBNL1-His/biotin-(CUG)12 binding, 665/545 ratio | Potency, µM (series often up to 57.5 µM), without a hit: at the top dose activity change, negative = inhibition, actives largely listed as inhibitors | actives 0.036% (n = 280,000) | AID 2675; active = well fitted inhibition curve with a large enough effect in the signal ratio, with a control signal flat, not every such curve was filed as active; inconclusive = small, poorly fitted or top-dose-only effect, or effect the other way, or a change in a side signal; inactive = no such curve, though single readings can be large or run the other way; the % refers to the signal ratio; note: potency is the fitted concentration of half-maximal effect; % is set by controls: 0 for no effect and ±100 for the full control effect
# Target sequence (Q9NR56 whole entry, looked up): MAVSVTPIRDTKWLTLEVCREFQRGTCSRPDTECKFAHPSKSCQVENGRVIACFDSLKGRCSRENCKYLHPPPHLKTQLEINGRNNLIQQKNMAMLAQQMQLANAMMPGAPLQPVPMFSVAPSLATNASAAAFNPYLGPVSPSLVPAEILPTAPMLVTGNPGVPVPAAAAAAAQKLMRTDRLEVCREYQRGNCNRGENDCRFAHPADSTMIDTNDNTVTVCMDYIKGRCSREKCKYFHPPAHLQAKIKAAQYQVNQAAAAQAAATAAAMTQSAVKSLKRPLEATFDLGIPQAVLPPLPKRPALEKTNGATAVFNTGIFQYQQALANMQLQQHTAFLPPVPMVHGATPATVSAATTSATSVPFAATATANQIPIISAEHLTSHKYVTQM
#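 TR-FRET between His-tagged MBNL1 and biotin-(CUG)12 RNA, detected with Tb anti-His antibody (0.055 ng/ul) and streptavidin-XL665 (5 nM), 60 min at room temperature. Compounds titrated 92 nM to 58 uM; 665/545 nm ratio normalized to buffer and complex controls.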
# * marks the source's active call; other numbers are inactive results; ? = inconclusive; / = not tested or not shown; [ ] = dose if it differs, or a comment. Unless noted, calls come from the whole dose curve; as a rule, active = well fitted curve in the direction sought with a large enough effect; inconclusive = small, poorly fitted or top-dose-only effect, or another doubt; inactive = no such curve, though single readings can be large; an effect the other way counts as inactive or inconclusive. Some of the compounds tested (hit frequency here may not be typical).
Compound	GALK inhibitor	Chronic BCR inh	Eya2 inh	KCNH2 WT inh	Menin-MLL TR inh	Mito fusion yeast	ASM inhibitor	USP2a block	TSHR antag	PKM2 act	MBNL1 CUG block
CCc1ccc(NC(=O)CN2C(=O)COc3ccc(S(=O)(=O)N4CCCC4)cc32)cc1	-7%	-3%	-3%	-12	/	-6%	-2%	0%	-2	/	-3%
CCc1ccc2c(COC(=O)c3n[nH]c4ccccc34)cc(=O)oc2c1	3%	?	18%	-1	3%	14%	-12%	-1%	-24	-4%	-6%
O=C(c1cc(-c2ccc(Cl)c(Cl)c2)on1)N1CCN(c2ccccc2)CC1	1%	?	2%	-14	6%	-1%	-2%	1%	0	0%	-5%
CCc1ccccc1NC(=S)NN	1%	?	10%	/	4%	0%	/	0%	-10	-2%	-4%
O=C(O)CCN1C(=O)/C(=C\c2cccc(OCc3ccccc3)c2)SC1=S	0%	?	-3%	1	?	8%	-4%	0%	8	0%	5%
Cc1ccc2nc(SC(C)C(=O)N3CC(C)OC(C)C3)[nH]c2c1 (configuration not stated)	6%	-17%	-3%	19	-10%	9%	3%	0%	-3	-5%	0%
CCc1ccc(S(=O)(=O)NCCc2cn3cccc(C)c3n2)s1	9%	?	5%	7	-2%	-7%	2%	0%	7	-1%	-8%
Cc1ccc(O)c(CNc2cccc3cccnc23)c1	3%	-2%	8%	-3	?	13%	0%	2%	14	1%	3%
COC(=O)NNC(=O)c1ccccc1C	-3%	21%	-1%	-16	/	0%	-4%	1%	-4	-1%	-3%
Cc1ccc(CNC(=O)c2cc(C)nn2-c2ccccc2)cc1	-1%	24%	2%	-1	/	-3%	0%	-2%	-5	1%	1%
Cc1cc(OC(C)C(=O)NC(Cc2c[nH]c3ccc(O)cc23)C(=O)O)c2c(C)c(C)c(=O)oc2c1 (configuration not stated)	/	19%	?	-9	-1%	-2%	-2%	2%	-4	5%	11%
COc1ccc(-c2csc(Nc3ccc(S(N)(=O)=O)cc3)n2)cc1	-7%	-20%	-22%	-9	?	-4%	68%[activator]	-7%	-13	7%	11%
COc1cccc(CN(C)C(=O)CCNC(=O)c2ccco2)c1	/	-1%	-15%	-6	/	-11%	2%	1%	0	/	/
Cc1cc(C)nc(NC(=O)c2ccc([N+](=O)[O-])c(C)c2)n1	-4%	-2%	8%	1	14%	2%	-1%	1%	-10	2%[11.5 µM]	?
CCn1nnnc1-c1ccc(OC)c(S(=O)(=O)NCc2ccccc2)c1	0%	0%	-7%	-5	-3%	12%	4%	3%	-7	7%	-2%
Cc1nc2cc(C(F)(F)F)ccc2n1CCNc1nc(-c2ccc([N+](=O)[O-])c(Cl)c2)cs1	/	?	3%	5	?	-13%	-24%	3%	-18	14%	6%
Cc1ccc(CNC(=O)C2(C)Oc3ccccc3NC2=O)cc1 (configuration not stated)	-5%	0%	6%	1	-6%	-4%	1%	0%	3	1%	-2%
COc1ccc(NC(=S)NCC(c2ccco2)N2CCCC2)cc1 (configuration not stated)	6%	?	-16%	4	1%	-1%	-5%	2%	3	-3%	-13%
CCCN(CCC)S(=O)(=O)c1ccc(C(=O)O)cc1	-2%	?	-3%	8	1%	5%	0%	1%	6	-4%	-12%
Cc1cc(NS(=O)(=O)c2ccc(NC(=O)CSc3nc4ncc(Cl)cc4[nH]3)cc2)nc(C)n1	-2%	-8%	-3%	1	/	0%	0%	1%	-9	9%	-7%
COc1ccc(N2C(=O)CC(NCc3cccc(F)c3)C2=O)cc1 (configuration not stated)	1%	3%	9%	-4	2%	-6%	7%	4%	-8	1%	-5%
Cc1cc(C(=O)Nc2cccc(C)c2C)n(-c2ccccc2)n1	11%	-4%	-21%	-23	11%	-3%	2%	-3%	4	/	-3%
O=C(CN1C(=O)C2CC=CCC2C1=O)Nc1nc2ccccc2[nH]1 (configuration not stated)	-2%	?	11%	6	3%	1%	0%	-2%	7	0%	-4%
CCOC(Cn1c(SCC(=O)Nc2cc(C)on2)nc2ccccc2c1=O)OCC	-1%	-1%	4%	2	-13%	-4%	-1%	2%	-11	/	6%
CCCn1nnnc1NCc1ccccc1OCC	/	-13%	6%	-37	2%	1%	1%	4%	-6	-1%	1%
O=C(NCc1ccc(F)cc1)c1ccc(S(=O)(=O)N2CCCCC2)cc1	/	1%	10%	-2	/	7%	0%	0%	11	/	/
O=C(CO/N=C1\CCCc2nonc21)Nc1ccccc1Cl	-2%	-25%	0%	-1	1%	6%	0%	2%	-7	11%	13%
O=S(=O)(Cc1ccccc1Cl)NCc1ccccc1	0%	-3%	0%	-7	-14%	16%	3%	0%	12	9%	-2%
Cc1nc(SCC(=O)Nc2ccnc3ccccc23)n[nH]1	2%	11%	-16%	-8	3%	2%	2%	7%	1	9%	13%
Clc1ccc(C2=Nn3c(nnc3-c3cccnc3)SC2)s1	1%	0%	1%	-5	-1%	7%	0%	-1%	-3	-8%	12%

# Complete entries as entered above. Order of values: GALK inhibitor | Chronic BCR inh | Eya2 inh | KCNH2 WT inh | Menin-MLL TR inh | Mito fusion yeast | ASM inhibitor | USP2a block | TSHR antag | PKM2 act | MBNL1 CUG block
# `Cc1ccc(O)c(CNc2cccc3cccnc23)c1` as listed: 3% | -2% | 8% | -3 | ? | 13% | 0% | 2% | 14 | 1% | 3%
# `CCOC(Cn1c(SCC(=O)Nc2cc(C)on2)nc2ccccc2c1=O)OCC` as listed: -1% | -1% | 4% | 2 | -13% | -4% | -1% | 2% | -11 | / | 6%

# The list continues.
Compound	GALK inhibitor	Chronic BCR inh	Eya2 inh	KCNH2 WT inh	Menin-MLL TR inh	Mito fusion yeast	ASM inhibitor	USP2a block	TSHR antag	PKM2 act	MBNL1 CUG block
COc1cc(C2N(c3cc(C)on3)C(=O)C3CCCN32)cc(OC)c1OC (configuration not stated)	-3%	-15%	-8%	0	1%	6%	-1%	2%	-4	1%	0%
COc1ccc(N2C(=O)CC(N3CCC(O)(c4ccc(Br)cc4)CC3)C2=O)cc1 (configuration not stated)	-4%	3%	8%	-4	11%	-16%	-2%	1%	2	3%	0%
CC(=O)N1CCN(C(=O)c2cc(-c3ccc(Cl)s3)nc3ccccc23)CC1	/	-16%	0%	7	/	2%	110%[activator]	4%	-4	/	/
COc1cc(NC(=O)Cn2cnc(C(=O)Nc3ccc(C)c(C)c3)n2)cc(OC)c1OC	/	?	7%	-36	/	/	-12%	0%	0	/	/
O=C1C(=O)N(C2CCCC2)C(=O)N1Cc1c(F)cccc1Cl	1%	8%	-9%	3	0%	18%	-2%	3%	-3	2%	5%
COC(=O)C1=C(N)c2c(F)cccc2C1(C#N)c1ccc(F)cc1 (configuration not stated)	0%	?	45%	-1	6%	1%	-4%	5%	-10	1%	4%
Cc1ccc(C(=O)NC(=S)NNC(=O)COc2ccccc2C)cc1	0%	?	12%	6	?	-13%	2%	3%	-2	-6%	-2%
CCOc1ccccc1NC(=O)CCn1nc(C)c(S(=O)(=O)N2CCCCC2)c1C	8%	0%	-4%	14	3%	8%	4%	1%	-4	0%	3%
Cc1ccccc1OCc1nnc(SCC(=O)Nc2ccc3c(c2)OCO3)n1C	5%	-3%	-18%	2	-2%	0%	-1%	-7%	-1	1%	-15%

# Bioassay records (PubChem)
